Assay outcomes deposited in PubChem BioAssay by National Center for Advancing Translational Sciences (NCATS).
Rhodamine fluor: qHTS Assay for Spectroscopic Profiling in Rhodamine Spectral Region. 59,000 tested, 0.05% active. max dye-equivalent concentration, M. AID 594, 2007. Rhodamine-region fluorescence, 547/598 nm, Tris buffer; active compounds read high; in the data active = max dye-equivalent concentration above about 11 nM; inconclusive = between about 1.1 nM and that limit
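Intrinsic compound fluorescence, ex 547 / em 598 nm, CCD imager. Tris 100 mM pH 8.0; 15 min RT. Output = rhodamine dye-equivalent concentration at each compound concentration.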
Pol III holo inh: qHTS Assay for Inhibitors of DNA Polymerase III Holoenzyme System. reconstituted DNA polymerase III holoenzyme replication, biochemical. Potency, µM (titrated, usually from 57.1 µM), without a hit: at the top dose activity change, negative = inhibition. 71,000 tested, 0.25% active. AID 603, 2007; note: potency is the fitted concentration of half-maximal effect; % is set by controls: 0 for no effect and ±100 for the full control effect
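Reconstituted *E. coli* holoenzyme (0.35 nM Pol III, 1 nM beta, 154 nM SSB, 2 nM primase) was preincubated with compound for 15 min at RT. Synthesis on 1.4 nM ssM13Gori ran 35 min, then was stopped with PicoGreen/EDTA and read as dsDNA fluorescence.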
Texas Red fluor: qHTS Assay for Spectroscopic Profiling in Texas Red Spectral Region; max dye-equivalent concentration, M; 59,000 tested, 0.06% active; AID 587, 2007; Compound fluorescence, Texas Red channel, 547/618 nm; active compounds read high; in the data active = max dye-equivalent concentration above about 10 nM; inconclusive = between about 1.1 nM and that limit
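Pin-transferred compounds and Texas Red standards go into 100 mM Tris buffer, pH 8.0. After 15 min at room temperature, plates are imaged with 547/618 nm filters. Each value is a dye-equivalent concentration derived from the per-plate dye curve.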
ALOX15 inhib: qHTS Assay for Inhibitors of 15-hLO (15-human lipoxygenase); Polyunsaturated fatty acid lipoxygenase ALOX15 (Homo sapiens), P16050; purified 15hLO-1, xylenol orange hydroperoxide absorbance; Potency, µM (doses to about 57.1 µM), for inactives: at the top dose activity change, negative = inhibition, actives largely listed as inhibitors; 74,000 tested, 1.4% active; AID 887, 2007; note: potency is the fitted concentration of half-maximal effect; % is set by controls: 0 for no effect and ±100 for the full control effect; nearly all actives have a fitted effect of over 55% in size
Target sequence (P16050 whole entry, looked up): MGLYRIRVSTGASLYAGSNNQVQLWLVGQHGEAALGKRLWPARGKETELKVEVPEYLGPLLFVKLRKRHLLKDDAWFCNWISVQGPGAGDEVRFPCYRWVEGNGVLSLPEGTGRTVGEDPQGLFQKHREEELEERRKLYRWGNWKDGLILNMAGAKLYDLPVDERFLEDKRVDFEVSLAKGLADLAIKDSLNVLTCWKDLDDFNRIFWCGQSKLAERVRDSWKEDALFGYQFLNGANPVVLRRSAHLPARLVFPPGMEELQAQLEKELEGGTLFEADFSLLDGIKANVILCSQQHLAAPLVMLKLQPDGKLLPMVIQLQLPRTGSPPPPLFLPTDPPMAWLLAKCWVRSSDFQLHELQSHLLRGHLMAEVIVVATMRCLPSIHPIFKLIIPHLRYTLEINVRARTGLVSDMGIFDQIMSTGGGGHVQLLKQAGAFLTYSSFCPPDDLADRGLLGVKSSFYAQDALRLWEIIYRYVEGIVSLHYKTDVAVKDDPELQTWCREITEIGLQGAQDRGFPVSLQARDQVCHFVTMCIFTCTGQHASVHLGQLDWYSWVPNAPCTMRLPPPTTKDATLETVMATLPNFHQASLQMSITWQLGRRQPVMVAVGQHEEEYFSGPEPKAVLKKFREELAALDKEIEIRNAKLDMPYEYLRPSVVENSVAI
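Quantitative HTS in 25 mM Hepes pH 7.5 containing 0.01% Triton X-100: human 15hLO-1 at 40 nM, arachidonic acid at 50 uM, 6 min turnover. Product quantified via ferrous oxidation/xylenol orange, 573:405 nm absorbance ratio.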
Fluorescein fluor: qHTS Assay for Spectroscopic Profiling in Fluorescein Spectral Region. 59,000 tested, 0.91% active. AID 593, 2007. max fluorescein-equivalent concentration, M. Compound autofluorescence, 480/540 nm, fluorescein-equivalent; active compounds read high; in the data active = max fluorescein-equivalent concentration above about 10 nM; inconclusive = between about 1.1 nM and that limit
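Read-out is intrinsic compound fluorescence at 480/540 nm (excitation/emission), expressed as dye-equivalent concentration using a fluorescein standard series run on every plate. Compounds sat 15 min at room temperature in 100 mM Tris, pH 8.0.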
4-MU autofl: qHTS Assay for Spectroscopic Profiling in 4-MU Spectral Region. compound autofluorescence, 340/450 nm, 4-MU equivalents; active compounds read high. max dye-equivalent concentration, M. 59,000 tested, 11% active. AID 589, 2007; in the data active = max dye-equivalent concentration above about 10 nM; inconclusive = mostly about 1.1 nM to 9.6 nM
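Intrinsic fluorescence at 340/450 nm (ex/em) was read after 15 min at room temperature in pH 8.0, 100 mM Tris. Each compound concentration expressed as 4-MU-equivalent concentration from a six-point 4-MU standard series on each plate.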
UbGFP stabilizer: Ubiquitin-GFP Assay; Ubiquitin-GFP reporter cells, proteasome inhibition, GFP fluorescence; response scale: untreated = 0%, 10 µM MG-132 = 100%; Potency, µM (highest dose often 45.9 µM), without a hit: top-dose activation (GFP accumulation), most hits filed as activators; 67,000 tested, under 10 active; active = well fitted activation curve with a large enough effect, not every such curve was filed as active; inconclusive = small, poorly fitted or top-dose-only effect, or another doubt; inactive = no such curve, though single readings can be large or run the other way; note: potency is the fitted concentration of half-maximal effect
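Proteasome block read as GFP accumulation: ubiquitin(G76V)-GFP U2OS cells exposed to compound (2.9 nM–46 uM) for 4 hr at 37 C. Normalization used untreated cells as 0% and 10 uM MG-132 as 100%; concentration-response curves fitted.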
HADH2 inhib: qHTS Assay for Inhibitors of HADH2 (Hydroxyacyl-Coenzyme A Dehydrogenase, Type II); AID 886, 2007; 3-hydroxyacyl-CoA dehydrogenase type-2 (Homo sapiens), Q99714; Potency, µM (titrated, usually from 57.1 µM), for inactives: at the top dose activity change, negative = inhibition, hits mostly inhibitors; recombinant HADH2, NADH fluorescence, beta-hydroxybutyryl-CoA; 73,000 tested, 3.4% active; note: potency is the fitted concentration of half-maximal effect; % is set by controls: 0 for no effect and ±100 for the full control effect; nearly all actives have a fitted effect of over 60% in size; many of its hits are not listed in these tables
Target sequence (Q99714 whole entry, looked up, one chain of several): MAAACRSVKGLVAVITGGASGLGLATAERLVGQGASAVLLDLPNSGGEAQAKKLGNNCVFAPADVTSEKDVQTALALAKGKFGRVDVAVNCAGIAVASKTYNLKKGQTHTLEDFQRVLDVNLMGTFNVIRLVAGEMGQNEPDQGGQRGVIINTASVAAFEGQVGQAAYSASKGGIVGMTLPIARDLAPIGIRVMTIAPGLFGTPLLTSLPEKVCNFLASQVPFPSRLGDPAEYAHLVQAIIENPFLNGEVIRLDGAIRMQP
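Activity measured as NADH fluorescence gain (360/450 nm), taken as the change between first and last reads of a 4-min kinetic run. Conditions: pH 9.0 Tris buffer, 20 nM E. coli-expressed His-tagged enzyme, 1 mM NAD+, 90 uM beta-hydroxybutyryl-CoA; 15-min compound preincubation.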
HBB splice mod: qHTS Assay for Modulators of Hemoglobin Beta Chain Splicing. HBB splicing reporter cell assay, activation; EGFP reporter with mutant IVS2-654 intron; response scale: normalised to 500 nM splice-correcting PNA. 65,000 tested, 0.06% active. Potency, µM (series often up to 46.1 µM), inactives show at the highest dose activation, hits mostly activators. AID 925, 2007; note: potency is the fitted concentration of half-maximal effect; 0% is about no effect
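Compounds were applied for 2 days to HeLa EGFP-654 cells, 500/well in Optimem with 2% FCS. The reporter's EGFP is disrupted by mis-splicing of beta-globin intron IVS2-654. Readout: summed well GFP fluorescence from 488 nm laser scanning; reference was 500 nM antisense […] 654 PNA.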
GFP derepression: qHTS Assay for Epigenetic Modulators. mouse C127i GFP locus derepression, cytometry, 30 h. 68,000 tested, 0.09% active. Potency, µM (top dose mostly 46.1 µM), for the others: top-dose GFP derepression (activation). AID 597, 2007; note: % of control where 0% means no effect
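Read-out is the number of GFP-positive cells, scored as fluorescent objects 20 to 120 um wide, reflecting derepression of a silenced CMV-GFP reporter in murine C127i cells after 30 h compound exposure at 37 C.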
Hsp90 Hop PPI: qHTS Assay for Disrupters of an Hsp90 Co-Chaperone Interaction; AlphaScreen TPR2A-His6 binding biotin-Hsp90 C-terminal peptide; Hsp90 C-terminal peptide / TPR2A (Hop) interaction, human; AID 595, 2007; 71,000 tested, 0.44% active; Potency, µM (highest dose often 57 µM), for inactives: at the top dose activity change, negative = inhibition; active = well fitted curve in either direction with a large enough effect; inconclusive = small, poorly fitted or top-dose-only effect, or another doubt; note: potency is the fitted concentration of half-maximal effect; % is set by controls: 0 for no effect and ±100 for the full control effect; many of its hits are not listed in these tables
Numbers without * were called inactive; i = inactive; ? = inconclusive; · = no result given; & = joins results of further samples; [ ] = another dose, or the depositor's remark. Unless noted, calls come from the whole dose curve; as a rule, active = well fitted curve in the direction sought with a large enough effect; inconclusive = small, poorly fitted or top-dose-only effect, or another doubt; inactive = no such curve, though single readings can be large; an effect the other way counts as inactive or inconclusive. These rows are one share of the data; rates above refer to the full screens.

Each structure is followed by: Rhodamine fluor, Pol III holo inh, Texas Red fluor, ALOX15 inhib, Fluorescein fluor, 4-MU autofl, UbGFP stabilizer, HADH2 inhib, HBB splice mod, GFP derepression, Hsp90 Hop PPI
COC(=O)N1[C@H](C)C=C[C@]1(Cc1ccccc1)C(=O)NCc1ccccn1
  ·, 6.0%, ·, ?, ·, ·, ·, 5.0%, -1.2%, ·, -3.4%
CCOC(=O)NCC(C#CCN(CC)CC)N(CC)CC (stereo unspecified)
  i, 13.3%, ?, 5.9%, i, i, 2.1%, -0.6%, -5.1%[0.369 µM], 4.3%, -6.0%
Cc1cc2occ(CC(=O)O)c2cc1C
  i, -5.5%, i, ?, ?, i, 2.6%, 0.0%, -2.3%, 0.0%, -1.8%
COc1ccc(NS(=O)(=O)c2ccc(OCC(=O)N3CCCC3)cc2)cc1
  i, -4.4%, i, 8.0%, ?, i, 2.9%, -1.1%, 1.3%, -2.1%, 0.2%
COC(=O)c1[nH]c2ccccc2c1NC(=O)CN1CCN(c2cccc(OC)c2)C(C)C1 (stereo unspecified)
  i, -1.2%, i, -18.1%, i, 1.24e-08M*, -7.1%, -0.9%, 2.1%[1.84 µM], -2.0%, -27.7%
c1ccc2c(c1)[nH]c1c(N3CCCC3)ncnc12
  i, -6.0%, ?, -5.8%, i, ?, -3.5%, ?, -2.8%[57.5 µM], -2.2%, -4.2%
COc1ccc(S(=O)(=O)N(CC(=O)NCC2CCCO2)c2ccccc2)cc1OC (stereo unspecified)
  i, -6.5%, ?, 7.8%, i, i, 2.3%, 5.4%, ·, 2.4%, 0.0%
CCC1CCCCN1CCCNC(=O)c1cn(CC(C)C)c(=O)c2cc(OC)c(OC)cc12 (stereo unspecified)
  i, -2.8%, i, 0.5%, ?, i, -5.4%, 3.5%, 2.1%, 0.0%, -0.9%
CCCCNC(=O)C(c1ccc(-c2ccccc2)cc1)N(CCN1CCOCC1)C(=O)CCCCCN1C(=O)NC(c2ccc([N+](=O)[O-])cc2)C(C(=O)OCc2ccccc2)=C1C (stereo unspecified)
  ·, -5.6%, ·, ?, ·, ·, ·, 4.0%, -0.1%, ·, -17.9%
Cn1c(=O)[nH]c(=O)c2c1nc(NCCCn1ccnc1)n2Cc1ccc(F)cc1
  i, -1.1%, i, 4.7%, i, i, -4.3%, 0.5%, 1.8%, -2.6%, -5.8%
COc1cc(-c2noc(C3CCCN(S(=O)(=O)c4cccc(Cl)c4)C3)n2)cc(OC)c1OC (stereo unspecified)
  i, 1.3%, i, -11.8%, ?, i, -0.4%, 7.7%, -2.0%, -2.3%, -5.0%
O=C(c1cccc(F)c1)N1CCC2(CCCN(C(c3ccccc3)c3ccccc3)C2)CC1
  i, -3.6%, i, -16.4%, ?, i, -6.2%, -1.2%, 2.5%, -4.5%[9.22 µM], -9.4%
CCOC(=O)c1c(C)[nH]c(C)c1C(=O)COC(=O)c1cccc(S(=O)(=O)NC)c1
  i, -2.5%, ?, 2.4%, i, i, -1.8%, 3.4%, 0.1%[57.5 µM], 4.9%, -3.7%
CCC12CCCN3CCC4(C(=C(C(=O)OC)C1)Nc1ccccc14)C32 (stereo unspecified)
  i, -11.5%, i, -7.7%, i, ?, -2.7%, -9.6%, ·, 0.0%, -5.7%
O=C(CSc1nnc([C@@H]2CCCN2)o1)c1ccc(Cl)cc1
  i, -9.1%, ?, 7.3%, i, i, -3.0%, 11.6%, -0.8%, 5.7%, -2.6%
O=C(Oc1ccc2c3c(c(=O)oc2c1)CCCC3)c1ccco1
  ·, 2.3%, ·, -15.3%, ·, ·, -3.1%, ·, -3.7%, 2.5%, -0.1%
Cc1cccc(OCCC(=O)Nc2ccc(S(=O)(=O)N3CCCC3)cc2)c1
  i, -1.5%, ?, -1.2%, i, i, -1.7%, 5.9%, 1.1%[57.5 µM], -0.2%, 2.0%
Cc1nc2cc(C(F)(F)F)ccc2n1C1CCN(CC(=O)NC(C)(C)C)CC1
  i, -5.0%, i, 3.7%, i, i, 0.0%, 15.3%, ·, 0.0%, 1.1%
Cc1cc(N2CCCCC2)n2nc(C)c(-c3ccccc3)c2n1
  i, 4.7%, ?, -15.6%, i, 6.12e-08M*, -10.2%, ?, 2.8%[1.84 µM], 2.0%, ?
COc1ccc(CSc2nnc(C)n2N)cc1Br
  i, ·, ?, ·, i, i, ·, ·, ·, 0.4%[20.6 µM], ·
COc1ccc2c(c1OC)C(=O)N(c1nccs1)C2
  i, -2.0%, i, 0.0%, i, i, ?, -7.1%, 1.1%[1.84 µM], 0.0%, -4.5%
O=C(CCNS(=O)(=O)c1cccs1)NCc1ccco1
  i, 0.4%, i, -3.9%, i, i, 8.5%, ?, 0.0%, -6.8%, -3.4%
COc1ccccc1C(=O)N1CCN(Cc2ccc3c(c2)OCO3)CC1
  i, ·, ?, ·, i, i, ·, ·, ·, -3.0%[20.6 µM], ·
CCCC12CN3CC(C)(CN(C1)C31C(=O)Nc3ccc(C)cc31)C2=O (stereo unspecified)
  i, -1.0%, i, 12.7%, i, i, -11.3%, 4.7%, -0.2%, -3.2%, -4.6%
O=C(NC1CCCc2ccccc21)C1CCN(S(=O)(=O)c2cnc[nH]2)CC1 (stereo unspecified)
  i, 0.3%, i, -2.9%, i, i, -6.3%, 3.9%, -2.0%, -2.1%, -2.6%
CCOc1ccc2[nH]c(=O)c(CN(CCc3ccccc3)C(=O)c3cnccn3)cc2c1
  i, 0.4%, i, -11.3%, i, 1.47e-08M*, 1.6%, 3.7%, ·, 0.5%, 1.0%
Cc1onc(-c2ccccc2)c1C(=O)Nc1ccncc1
  i, -1.5%, i, -3.0%, i, i, 5.4%, 17.5%, 1.3%, -1.1%, ?
COC(=O)c1ccccc1NC(=O)c1cc(-c2cccs2)on1
  i, -0.1%, i, 1.1%, i, i, -6.2%, -11.7%, 0.2%, 0.0%, -0.3%
CCn1cc(C(=O)NCc2ccc3c(c2)OCO3)c2cc(OC)c(OC)cc2c1=O
  i, -4.8%, i, -3.1%, i, i, 0.2%, -9.8%, 2.3%, 0.0%, -6.3%
CCOC(=O)N1CCC(NC(=O)C2CCCN(C(=O)N3CCOc4ccccc43)C2)CC1 (stereo unspecified)
  i, -2.1%, i, 6.3%, i, i, -3.7%, 12.1%, -2.0%, 2.1%, -6.7%
COc1cccc(CN2CCN(c3cccc(C(F)(F)F)c3)CC2)c1OC
  i, -14.1%, i, ?, ?, i, 0.0%, -3.2%, 4.5%, 3.2%, ?
NC(=O)c1ncn([C@@H]2O[C@@H](CO)[C@@H](O)[C@H]2O)n1
  i, -5.1%, ?, ·, ?, i, -3.3%, 6.6%, 0.5%, -1.1%, 0.5%
NC[C@](O)(CS(=O)(=O)O)c1ccc(Cl)cc1
  i, -2.2%&-5.8%, i, -9.9%[25.6 µM], ?, i, 1.4%&-2.5%, -9.9%&9.0%, 1.7%, 0.0%&-2.2%, 0.7%&-7.3%
COCCCNc1nc2c(c(=O)n(C)c(=O)n2C)n1Cc1cccc(OC)c1
  i, ·, ?, ·, i, 1.24e-07M*, ·, ·, ·, 1.7%[20.6 µM], ·
Cc1cccc(NC(=O)CCc2ccc(C)o2)c1
  i, -4.6%, i, -4.4%, i, i, -8.3%, 4.7%, ·, 2.4%, -4.8%
Cc1cc(C(=O)Nc2ccccn2)cs1
  i, 5.7%, i, 5.9%, ?, i, -2.6%, 5.4%, 5.7%, 6.5%, -2.5%

Laid out differently: entries from further up
molecule | Rhodamine fluor | Pol III holo inh | Texas Red fluor | ALOX15 inhib | Fluorescein fluor | 4-MU autofl | UbGFP stabilizer | HADH2 inhib | HBB splice mod | GFP derepression | Hsp90 Hop PPI
c1ccc2c(c1)[nH]c1c(N3CCCC3)ncnc12 | i | -6.0% | ? | -5.8% | i | ? | -3.5% | ? | -2.8%[57.5 µM] | -2.2% | -4.2%
COc1ccc(S(=O)(=O)N(CC(=O)NCC2CCCO2)c2ccccc2)cc1OC (stereo unspecified) | i | -6.5% | ? | 7.8% | i | i | 2.3% | 5.4% | · | 2.4% | 0.0%
